High-throughput results: PubChem BioAssay, Sanford-Burnham Center for Chemical Genomics
Scp-1 inhibitor – Scp-1 phosphatase inhibitors, primary screen, biochemical, colorimetric, uHTS. Carboxy-terminal domain RNA polymerase II polypeptide A small phosphatase 1 (Homo …. Recombinant Scp1, phosphopeptide, malachite green phosphate absorbance. inhibition, % at 20 µM. 340,000 tested, 0.88% active. AID 493091, 2011;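 active = inhibition above about 50% at 20 µM, limit read from the data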;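 also: plate controls were DMSO wells with enzyme for no effect and wells lacking enzyme for full effect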
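Incubation: 45 min enzyme reaction at room temperature / System: truncated SCP-1 phosphatase (76-261aa) / Reagent: Phospho 17-mer peptide substrate / Buffer or medium: Acidic Tris acetate buffer with magnesium and detergent / Signal: absorbance at 630 nm / Doses: one concentration, 20 µM, with 1.0% DMSO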
DNMT1 block – human DNMT1 methyltransferase inhibitors, primary screen, biochemical, molecular beacon, fluorescence, HinP1I cleavage, uHTS. DNA (cytosine-5)-methyltransferase 1 (Homo sapiens), P26358. 360,000 tested, 0.83% active. inhibition (reported as % activation of signal), % at 10 µM; in the data active = inhibition above about 50%
NadD block – inhibitors of S. aureus NadD, primary screen, biochemical, colorimetric, uHTS. purified NadD enzyme, colorimetric absorbance read-out. 360,000 tested, 0.78% active. Nicotinate-nucleotide adenylyltransferase NadD (Staphylococcus aureus N315). AID 602399, 2012. inhibition, % at 20 µM; in the data active = inhibition above about 26%; also: some compounds past the cut are filed as inactive
SUMO1 PPI mod – modulators of SUMO1 protein-protein interactions, primary screen, biochemical, uHTS; SUMO1 binding to a labelled peptide, TR-FRET, 1 h; inhibition, % at 20 µM; 360,000 tested, 0.33% active; in the data active = inhibition above about 37%
STEP block – STEP phosphatase inhibitors, primary screen, biochemical, fluorescence intensity, uHTS | recombinant STEP, OMFP fluorogenic substrate | AID 588621, 2011 | inhibition, % at 20 µM | 360,000 tested, 0.25% active | Tyrosine-protein phosphatase non-receptor type 5 (Homo sapiens), P54829;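 active = inhibition at 20 µM, scaled per plate between control wells, above about 37%, limit read from the data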;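 also: 0% = DMSO with enzyme and substrate and 100% = substrate only without enzyme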
Target sequence (P54829 whole entry, looked up): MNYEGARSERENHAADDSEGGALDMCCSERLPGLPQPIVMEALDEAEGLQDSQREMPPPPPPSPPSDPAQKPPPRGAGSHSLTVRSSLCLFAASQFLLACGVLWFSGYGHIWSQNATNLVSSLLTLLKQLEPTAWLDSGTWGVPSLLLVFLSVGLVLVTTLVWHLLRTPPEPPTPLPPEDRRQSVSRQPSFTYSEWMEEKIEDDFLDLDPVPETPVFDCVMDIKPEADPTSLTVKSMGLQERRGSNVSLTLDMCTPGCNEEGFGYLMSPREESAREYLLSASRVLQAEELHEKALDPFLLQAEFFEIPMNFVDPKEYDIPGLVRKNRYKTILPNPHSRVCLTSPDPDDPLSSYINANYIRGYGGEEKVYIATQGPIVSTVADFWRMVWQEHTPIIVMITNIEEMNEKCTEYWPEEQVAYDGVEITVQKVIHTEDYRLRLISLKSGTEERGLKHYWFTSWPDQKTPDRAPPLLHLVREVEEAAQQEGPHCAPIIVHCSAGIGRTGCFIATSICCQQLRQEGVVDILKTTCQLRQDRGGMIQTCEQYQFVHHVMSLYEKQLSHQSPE
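Assay system: isolated STEP enzyme. Buffer or medium: pH 6.0 Bis-Tris with DTT and Tween 20. Also added: fluorogenic phosphatase substrate OMFP at 25 µM final. Dosing: 20 µM, 1% DMSO. Timing: 20 min reaction, room temperature, in the dark. Measured by: fluorescence intensity, excitation 480 nm, emission 540 nm. Evaluation: normalized % inhibition.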
LMPTP inh – LMPTP phosphatase inhibitors, primary screen, biochemical, fluorescence intensity, uHTS. Low molecular weight phosphotyrosine protein phosphatase (Homo sapiens), P24666. recombinant LMPTP-A, OMFP fluorogenic substrate. inhibition, % at 20 µM. 360,000 tested, 0.22% active. AID 651560, 2012;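 active = compounds that cut the enzyme signal by at least half of the control window in the single-dose screen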;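 also: plate controls were DMSO wells with enzyme plus substrate for no effect and substrate without enzyme for full effect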
Target sequence (P24666 whole entry, looked up): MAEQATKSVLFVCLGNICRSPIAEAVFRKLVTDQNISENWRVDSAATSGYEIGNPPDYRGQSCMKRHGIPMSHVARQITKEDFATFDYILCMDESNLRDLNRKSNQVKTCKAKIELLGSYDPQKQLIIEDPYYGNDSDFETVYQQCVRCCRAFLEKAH
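Assay system: LMPTP-A phosphatase enzyme | Input: 0.625 nM enzyme | Also added: Fluorogenic phosphatase substrate OMFP at 400 µM final | Compound dosing: One test concentration per compound, 20 µM, with 3% DMSO overall | Schedule: 50 min enzyme reaction at room temperature, protected from light | Signal: Fluorescence intensity | Benchmarks: no-enzyme and uninhibited controls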
Rpn11 inh – Rpn11 (PSMD14) deubiquitinase inhibitors, primary screen, biochemical, fluorescence polarization, uHTS; 26S proteasome non-ATPase regulatory subunit 14 (Homo sapiens), O00487; human 26S proteasome, Ub4-pepOG fluorescence polarization; 20S core pre-blocked with epoxomicin; calls only at 20 µM; 360,000 tested, 0.59% active;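 active = inhibition at 20 µM, scaled to each plate's controls, above about 33%, limit read from the data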
Target sequence (O00487 whole entry, looked up): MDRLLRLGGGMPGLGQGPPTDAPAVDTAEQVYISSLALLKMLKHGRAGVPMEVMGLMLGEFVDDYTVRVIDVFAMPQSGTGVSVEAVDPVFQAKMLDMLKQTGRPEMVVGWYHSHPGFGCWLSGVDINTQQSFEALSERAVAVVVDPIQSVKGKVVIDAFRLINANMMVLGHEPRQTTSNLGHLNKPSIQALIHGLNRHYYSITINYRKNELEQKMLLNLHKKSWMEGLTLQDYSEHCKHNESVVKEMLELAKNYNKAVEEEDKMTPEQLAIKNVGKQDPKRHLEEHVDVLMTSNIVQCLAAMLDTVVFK
SKN-1 block – suppressors of acrylamide-induced Pgst-4::GFP reporter in worms, primary screen, SKN-1 inhibitor project, whole organism, uHTS, GFP/RFP fluorescence ratio, strain VP596 | AID 624304, 2012 | C. elegans VP596 Pgst-4::GFP/RFP ratio, 24 h | 360,000 tested, 0.49% active | inhibition, % at 21.8 µM;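 active = interference check ratio from 0.5 to 1.5 plus GFP to RFP signal ratio inhibition reaching or exceeding a fixed threshold, cut at about 30% in these data, passing the limit was not always enough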; also: some compounds called inactive have numbers as strong as hits
NRP1-CendR mod – modulators of CendR peptide binding to NRP-1, primary screen, biochemical, fluorescence polarization, uHTS. Neuropilin-1 (Homo sapiens), O14786. FAM-RPARPAR peptide binding to NRP-1. inhibition, % at 25 µM. 360,000 tested, 0.85% active. AID 602438, 2012;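 active = inhibition or corrected inhibition above about 18%, plus a signal ratio from 0.5 to 1.5, limit read from the data, passing the limit was not always enough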; also: strong numbers were not always called active
MT1-MMP act inh – blockers of MT1-MMP proenzyme processing, primary screen, HT1080 RFP-PRO-GFP cells, GFP/RFP fluorescence. GFP/RFP ratio change, % at 20 µM. Matrix metalloproteinase-14 (Homo sapiens), P50281. GFP/RFP ratio fluorescence, overnight; percent of plate control window, DMSO zero. AID 651647, 2012. 360,000 tested, 0.061% active;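 active = GFP/RFP ratio change of at least 30% with cell ATP level not reduced by more than half and red fluorescence within 50% of control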; also: strong numbers were not always called active
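system = RFP-PRO-GFP reporter HT1080 cells | dosing = 20 µM single dose, 1% DMSO | timing = overnight cell settling, then overnight compound exposure, 37 °C, 5% CO2 | read-out basis = GFP/RFP fluorescence ratio | controls = DMSO and RFP-L50D-GFP cell wells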
* hit, by the source's call; i = inactive; x = no result given.

SMILES	Scp-1 inhibitor	DNMT1 block	NadD block	SUMO1 PPI mod	STEP block	LMPTP inh	Rpn11 inh	SKN-1 block	NRP1-CendR mod	MT1-MMP act inh
COC(=O)CC1=C(C(=O)OC)C(c2cccs2)C(C#N)=C(N)O1 (configuration not stated)	0	2	-1	-11	0	-1.2	i	0	-46	-14
Cc1cccc(N2CCN(C(C(=O)NCc3ccccc3)c3ccc(F)cc3)CC2)c1C (configuration not stated)	x	x	x	-3	x	4.0	x	7	-2	-10
O=C(c1cc2nc(C3CC3)cc(C(F)F)n2n1)N1CCOCC1	11	-1	-3	6	5	-2.8	i	18	-3	0
O=C(O)C(=Cc1ccccc1[N+](=O)[O-])c1ccccc1	-5	2	-4	-8	-3	-0.3	i	-3	3	3
COc1cc2c(cc1NC(=O)c1ccccc1-c1ccccc1C(=O)O)-c1ccccc1C2	x	3	4	29	2	-0.1	i	-13	3	1
Cc1cccc(CSc2ncnc3c2cnn3Cc2ccccc2)c1	-10	-2	4	3	2	2.0	i	4	-4	-5
Cc1cc(OC(C)C(=O)NCC2CCC(C(=O)O)CC2)c2c(C)c(C)c(=O)oc2c1 (configuration not stated)	7	0	2	0	1	-0.2	i	22	5	16
Cc1ccccc1CS(=O)(=O)CCC(=O)NCc1ccc(F)cc1Cl	12	0	0	1	0	-0.6	i	21	-2	6
CC1C(=O)Nc2ccc(S(=O)(=O)Nc3ccccc3Br)cc2NC1=O (configuration not stated)	-3	8	-3	4	0	0.8	i	2	-11	-5
Cc1c(C)n(CCc2ccccc2)c2ncnc(NN)c12	1	-5	-4	-1	1	0.2	i	13	-12	-2
Cn1c(SCC(=O)NC(=O)NCc2ccccc2)nnc1C(F)(F)F	-3	0	-3	4	0	-1.4	i	-5	-5	0
CCC(C)(C)C1CCC(=NNC(=O)c2ccoc2C)CC1 (configuration not stated)	-7	5	-1	2	3	-1.4	i	-13	3	-1
COc1ccc(-c2noc(CCC(=O)NCc3cccnc3)n2)cc1OC	-4	-1	0	-1	-1	-0.9	i	-1	6	-1
O=C(CNC(=O)c1ccc(Cl)cc1Cl)Nc1ccc(F)cc1	-9	1	-3	2	-3	1.7	i	8	0	-5
CCOc1cccc(NC(=O)/C(C#N)=C\c2cccnc2)c1	6	3	1	-3	-1	-1.0	i	-4	7	-2
CCCn1c(CN(C)Cc2ccccc2)nc2c1c(=O)n(C)c(=O)n2C	-6	2	-3	-1	-1	-1.0	i	27	-2	3
CC(C)c1nc(C(=O)N2CCc3c([nH]c4ccccc34)C2c2ccccn2)cs1 (configuration not stated)	5	8	4	-1	0	6.4	i	0	4	0
Cn1c(=O)c2ccccc2n(CC(=O)Nc2ccc3c(c2)OCCO3)c1=O	2	0	-6	1	-2	-0.7	i	-2	6	8
CCCOc1cccc(-c2cc(-c3n[nH]c(=S)n3CC)c3ccccc3n2)c1	2	0	5	4	-6	1.5	i	-2	1	-13
CCC1CCCCN1S(=O)(=O)c1ccc(S(=O)(=O)N2CCN(S(=O)(=O)CC)CC2)cc1 (configuration not stated)	-5	21	0	1	-4	-1.5	i	-1	-2	-8
CCCOc1ccccc1N/C(=N\S(=O)(=O)c1ccc(C)cc1)Nc1nc(C)cc(C)n1	-14	-4	-1	-1	2	2.3	i	-17	1	-8
CC1CCCN(C(=O)Nc2ccc(Br)cc2Cl)C1 (configuration not stated)	-6	2	-7	0	1	0.7	i	-10	5	5
CCOC(=O)C1CCCN(C(=O)COc2ccc(C(=O)c3ccc(F)cc3)cc2)C1 (configuration not stated)	-2	-4	-2	3	1	-0.3	i	-7	-2	2
N#Cc1c(NCc2ccccc2)ccnc1Cl	-9	0	-3	3	-2	-0.9	i	2	10	-9

Ordered by value in MT1-MMP act inh (rising): three from the list above.
| molecule | MT1-MMP act inh |
| --- | --- |
| CCCOc1cccc(-c2cc(-c3n[nH]c(=S)n3CC)c3ccccc3n2)c1 | -13 |
| CC(C)c1nc(C(=O)N2CCc3c([nH]c4ccccc34)C2c2ccccn2)cs1 (configuration not stated) | 0 |
| CCCn1c(CN(C)Cc2ccccc2)nc2c1c(=O)n(C)c(=O)n2C | 3 |

Quoted from the listing:
Under SKN-1 block, CCOC(=O)C1CCCN(C(=O)COc2ccc(C(=O)c3ccc(F)cc3)cc2)C1 (configuration not stated) reads -7
Under LMPTP inh, CC1CCCN(C(=O)Nc2ccc(Br)cc2Cl)C1 (configuration not stated) reads 0.7

Other compounds:
SMILES	Scp-1 inhibitor	DNMT1 block	NadD block	SUMO1 PPI mod	STEP block	LMPTP inh	Rpn11 inh	SKN-1 block	NRP1-CendR mod	MT1-MMP act inh
O=[N+]([O-])c1cccc2ccc(/C=C/c3ccc(C(F)(F)F)cc3)nc12	0	-5	-2	-7	1	2.5	i	12	-6	-1
O=C1C2CCCN2C(c2cccs2)N1c1ccc(Cl)cc1 (configuration not stated)	4	-4	-4	-1	-3	0.7	i	-23	1	-1
CC(=O)c1ccc2cc3c(cc2c1)OCO3	x	7	-6	-4	0	-0.8	i	21	-6	3
CN(C)C(=O)c1ccc(NC(=O)COC(=O)/C=C/c2cccs2)cc1	2	5	-4	-11	-1	-0.6	i	-29	-15	-1
C=CCC[C@@H](Cc1ccc(F)cc1)C(=O)OC[C@H](C)NC(=O)[C@H](CC=C)CC(=O)N(CCO)Cc1ccccc1	-14	-1	-12	3	-2	-0.5	i	-13	4	3
Nc1nnc(SCc2ccc([N+](=O)[O-])cc2)s1	-2	-3	-4	-14	-3	-0.1	i	-5	-5	3
COc1ccccc1OCCSc1nc2ccccc2n1CCC(=O)O	9	10	0	9	-1	-1.4	i	-14	4	-2
CCCn1nnnc1NCc1ccc(N(C)C)cc1	1	-4	-5	3	6	-0.6	i	4	-10	-1
O=C(COC(=O)CCc1c[nH]c2ccccc12)NCc1ccccc1	-10	2	-5	2	-1	-0.5	i	1	-6	6
CCc1nc2ccc(C(=O)NCc3ccccc3OC)cn2c1N(CCC(C)C)CCN(C)C	x	1	-5	-1	-1	2.6	i	7	13	-5
CC(=O)N1CCc2cc(Br)cc(S(=O)(=O)NCc3ccc(Cl)cc3)c21	-8	1	-10	6	-3	-0.4	i	3	8	-2
O=C(O)C(c1ccccc1)N1CCCCC1 (configuration not stated)	-2	1	-1	0	1	-1.4	i	-5	2	2
CSc1nc2ncncc2[nH]1	-10	-6	-1	6	-1	-3.3	i	-5	-1	-2
O=C(CSCc1ccccc1)N1CCN(S(=O)(=O)c2cccc(F)c2)CC1	-6	1	-3	-2	0	-0.3	i	3	-4	-8
COc1ccc(Cc2nnc(SCC(=O)Nc3ccccc3C)n(N)c2=O)cc1	4	1	-1	1	0	-0.5	i	1	21	-3
Cc1cccc(C)c1NC(=O)Nc1nc(C(N)c2ccccc2Cl)cs1 (configuration not stated)	x	-22	29	1	1	-1.1	i	-1	-14	-5
Cc1csc(=O)n1CCC(=O)OCC(=O)N(CC(C)C)c1c(N)n(Cc2ccccc2)c(=O)[nH]c1=O	0	1	3	5	0	-0.1	i	8	-9	-5
CCOC(=O)C1CCCN(C(=O)c2cccc(S(=O)(=O)N(C)c3c(C)n(C)n(-c4ccccc4)c3=O)c2)C1 (configuration not stated)	5	-7	6	-42	-4	-8.6	i	3	6	-1
COc1ccc(S(=O)(=O)N2CCCOC2CNC(=O)C(=O)NCc2ccco2)cc1C (configuration not stated)	3	71*	-1	-4	-3	-1.1	i	-5	3	0
COc1cc2c(cc1OC)C(Nc1ccc(S(N)(=O)=O)cc1)=NC(C)(C)C2	-5	6	-1	18	4	-1.4	i	3	26*	2
O=C(NCCc1ccccn1)c1n[nH]c(=O)c2ccccc12	-5	-1	-4	-2	3	-1.2	i	1	-2	4
COc1cc(Cl)cc(CN2CCC(CCC(=O)NC3CC3)CC2)c1OC	-2	5	-3	6	-1	0.3	i	7	8	-1
CCc1c(C)nc2ncnn2c1N1CCN(S(=O)(=O)c2ccc(OC)cc2)CC1	5	4	5	3	3	-1.5	i	1	7	3
CSc1ccccc1NC(=O)c1ccc(N2CC3CC(C2)c2cccc(=O)n2C3)c(NC(=O)c2cccnc2)c1 (configuration not stated)	6	2	-1	-1	-2	0.0	i	10	0	1
COc1c(Cl)cc(Cl)cc1/C=N/n1cnnc1	-6	0	6	-2	-5	-1.2	i	3	-1	-5
Cc1ccnc(NC(=O)CCC(=O)N(CC(=O)NCc2ccccc2)Cc2ccccc2)c1	-7	-1	1	8	-2	-0.5	i	5	-6	-4
NC(=O)c1ccc(Oc2ccc3ccc(=O)oc3c2)c([N+](=O)[O-])c1	22	3	-6	-9	2	1.3	i	1	-18	2
C/C(=N\Nc1ccc(Cl)c(C(=O)O)c1)c1ccccn1	-1	0	0	4	4	-0.1	i	-11	2	8
COc1cccc(O)c1CN1CCC(Oc2ccc(C(=O)NCc3ccccn3)cc2)CC1	-11	-2	-6	3	0	0.3	i	-2	-1	-1
CC1CCCC(NC(=O)CN2CCN(S(=O)(=O)c3ccc(Br)s3)CC2)C1C (configuration not stated)	2	-1	0	3	0	0.3	i	5	-8	-1
CCO[C@H]1OC(C(=O)N2CCN(Cc3ccccc3)CC2)=C[C@@H](c2coc3ccccc3c2=O)[C@@H]1CCCO	-3	-4	-6	4	-2	0.1	i	-1	11	4
NC(=O)C1CCN(C(=O)c2ccc(NS(=O)(=O)c3ccc(F)c(F)c3)cc2)CC1	-2	6	-2	1	-2	-0.8	i	0	8	-2
Cc1cc(C)c(C#N)c(SCC(=O)OC2CCCCC2)n1	0	3	-5	0	2	0.7	i	-19	0	9
COc1ccc(C2=NN(C(=O)CSc3nc4ccccc4s3)C(c3ccc(OC)cc3)C2)cc1 (configuration not stated)	-21	-2	5	3	4	5.6	i	21	-6	-8
Cc1ccc(C(=O)c2ccccc2C(=O)O)c(O)c1	-8	-3	0	1	0	-1.1	i	-1	-4	6
